# DT40 TDP1 no CPT – qHTS for Inhibitors of human tyrosyl-DNA phosphodiesterase 1 (TDP1): qHTS in cells in absence of CPT. Potency, µM (doses to about 46.2 µM), for inactives: at the highest dose activity change, negative = growth inhibition, hits mostly inhibitors. AID 686978, 2013. DT40 Tdp1-/- hTDP1 cells, no CPT, ATP luminescence, 48 h. 15% of 420,000 active; also: nearly all actives have a fitted effect of over 55% in size
#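 Compound effects on proliferation are scored in DT40 Tdp1-/-;hTDP1 cells in the absence of CPT. ATP levels (CellTiter-Glo luminescence) are recorded after a ≥48 hr, 37 °C incubation.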
# GCN5L2 inh – inhibitors of human GCN5L2 histone acetyltransferase; AID 504327; 0.21% of 390,000 active; Potency, µM (top dose mostly 58.9 µM), for the others: at the highest dose activity change, negative = inhibition, most hits filed as inhibitors; GCN5L2 HAT assay, ThioGlo1 CoA-SH fluorescence
#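 Free CoA generated was detected with ThioGlo1 (50uM) fluorescence at Ex340nm/Em540nm, read immediately and after 20 min at room temperature. Enzyme, 20 nM in HEPES pH 7.5 buffer, saw compounds 15 min before adding 75uM H3(1-25) peptide and 70uM acetyl-CoA.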
# DT40 TDP1 CPT – DT40-hTDP1 cell growth loss with CPT; chicken DT40 Tdp1-/-;hTDP1 cells + 20 nM CPT, ATP luminescence, 48 h; Potency, µM (titrated, usually from 46.2 µM), for inactives: top-dose activity change, negative = growth inhibition, hits mostly inhibitors; 12% of 420,000 active; also: nearly all actives have a fitted effect of over 55% in size
#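 Chicken DT40 Tdp1-/- cells complemented with human TDP1, 400 cells/well, exposed to compounds plus 20 nM camptothecin for at least 48 h at 37 C; viability read as ATP content by CellTiter-Glo luminescence.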
# * hit, by the source's call; ? = inconclusive; · = not tested or not shown. Calls follow the shape of the dose curve; as a rule, active = well fitted curve in the direction sought with a large enough effect; inconclusive = small, poorly fitted or top-dose-only effect, or another doubt; inactive = no such curve, though single readings can be large; an effect the other way counts as inactive or inconclusive. % is scaled to controls: 0 for no effect and ±100 for the full control effect; potency is read from the fitted curve at half-maximal effect. Hits appear at their usual frequency. Share with any hit: about 18%.
1) COc1ccc(C(N)c2csc(NC(=O)Nc3cccc(C(F)(F)F)c3)n2)cc1 (stereo not given)
2) CCCN1C(=O)/C(=C/c2ccc3c(c2)OCO3)NC1=S
3) Cc1ccc(CNC(=O)c2ccc3c(O)c(S(=O)(=O)c4ccc(Cl)cc4)c(=O)[nH]c3c2)cc1
4) O=C(CCNC(=O)C1CCN(S(=O)(=O)c2ccccc2)CC1)NCc1ccccc1Cl
5) COc1ncc2nc(-c3ccc(Cl)cc3)c(=O)n(CCC#N)c2n1
6) CN1CCN(C(=O)C2CCC(=O)N(CCc3cccc(F)c3)C2)CC1 (stereo not given)
7) COc1ccc(NS(=O)(=O)c2ccc(C)c(C(=O)NCCCN3CCCC3=O)c2)cc1
8) N/C(=N\O)c1ccc(N2CCN(c3ncccc3C(F)(F)F)CC2)nc1
9) COc1ccc(S(=O)(=O)N(C)[C@H]2C[C@H]3c4cc(-c5ccccc5)ccc4CCN3C(=O)[C@H]2[C@H](C)O)cc1
10) CC(=O)Nc1ccc2nc(CN3CCN(CC=C(C)C)C(CCO)C3)ccc2c1 (stereo not given)
11) COc1ccc(C(=O)NCCc2ccc(S(N)(=O)=O)cc2)cc1OC

screen / no.	1	2	3	4	5	6	7	8	9	10	11
DT40 TDP1 no CPT	13µM*	-19%	10%	9%	2%	4%	17%	18µM*	21µM*	-3%	-4%
GCN5L2 inh	·	-11%	-9%	-16%	0%	-3%	-2%	5%	·	-1%	-20%
DT40 TDP1 CPT	18µM*	-11%	15%	5%	22%	25%	-2%	?	?	7%	8%

# Some of the entries above in another layout.
no.	Molecule	DT40 TDP1 no CPT	GCN5L2 inh	DT40 TDP1 CPT
6	CN1CCN(C(=O)C2CCC(=O)N(CCc3cccc(F)c3)C2)CC1 (stereo not given)	4%	-3%	25%
7	COc1ccc(NS(=O)(=O)c2ccc(C)c(C(=O)NCCCN3CCCC3=O)c2)cc1	17%	-2%	-2%
8	N/C(=N\O)c1ccc(N2CCN(c3ncccc3C(F)(F)F)CC2)nc1	18µM*	5%	?
9	COc1ccc(S(=O)(=O)N(C)[C@H]2C[C@H]3c4cc(-c5ccccc5)ccc4CCN3C(=O)[C@H]2[C@H](C)O)cc1	21µM*	·	?

# Quoted at random: two records from the list.
6) CN1CCN(C(=O)C2CCC(=O)N(CCc3cccc(F)c3)C2)CC1 (stereo not given)
7) COc1ccc(NS(=O)(=O)c2ccc(C)c(C(=O)NCCCN3CCCC3=O)c2)cc1

screen / no.	6	7
DT40 TDP1 no CPT	4%	17%
GCN5L2 inh	-3%	-2%
DT40 TDP1 CPT	25%	-2%
